RGS7-Gao reg – human RGS7-Galphao interaction regulation; AID 1439; Multiplexed bead flow cytometry, RGS7-Galphao binding; actives lie on both sides; actives 0.35% (n = 220,000); binding response (% of control), % at 10 µM; in the data active = binding response below about 49% or above about 150%; inconclusive = no clear call, values can overlap the other calls; inactive = in between;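 note: fluorescent Galphao held in activated GDP-AlF4 state binding bead-coupled RGS7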
Bcl-W Bim block – inhibitors of Bim-Bcl-W interaction, human; Q92843; bead-based flow cytometry, Bim peptide-Bcl-W binding; inhibition, % at 10 µM; actives 0.02% (n = 190,000);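 note: 0% = bound tracer without compound and 100% = peptide blocker; higher means less fluorescent Bim peptide bound to Bcl-W beads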
Bim-Bcl-XL – disrupts Bim peptide binding to human Bcl-XL | inhibition, % at 10 µM | AID 1007 | actives 0.04% (n = 190,000) | bead flow cytometry, fluorescence | Q07817
Target sequence (Q07817 whole entry, looked up): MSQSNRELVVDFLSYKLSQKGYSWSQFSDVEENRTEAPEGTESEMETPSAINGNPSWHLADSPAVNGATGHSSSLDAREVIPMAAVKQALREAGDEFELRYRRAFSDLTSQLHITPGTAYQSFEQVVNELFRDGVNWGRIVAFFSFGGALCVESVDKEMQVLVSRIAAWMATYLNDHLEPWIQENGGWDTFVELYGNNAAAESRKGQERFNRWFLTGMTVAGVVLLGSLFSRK
RGS4-Gao reg – human RGS4-Galphao interaction regulation | P09471 | Multiplexed bead flow cytometry, RGS4-Galphao binding; actives lie on both sides | binding response (% of control), % at 10 µM | actives 0.33% (n = 220,000); in the data active = binding response below about 49% or above about 150%; inactive = in between;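 note: fluorescent Galphao activated with aluminum fluoride binding bead-coupled RGS4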
ABCB1 block – human ABCB1 inhibition, ABCG2 as counter-screen. P08183. CCRF-Adr cells, JC-1 efflux, flow cytometry. inhibition, % at 6.6 µM. actives 0.067% (n = 190,000); in the data active = inhibition above about 40%;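 note: 0% = vehicle and 100% = reference inhibitor; higher value means more JC-1 retained so stronger ABCB1 efflux block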
Bfl-1 Bim block – human Bim-Bfl-1 interaction inhibition; Bead-based flow cytometry, Bim-Bfl-1 binding inhibition; Q16548; inhibition, % at 10 µM; actives 0.12% (n = 190,000);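 note: 0% = wells without compound plus tracer and 100% = blocker peptide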
Bcl-B Bim block – disrupts Bim peptide binding to human Bcl-B; Q9HD36; bead-based flow cytometry; inhibition, % at 10 µM; actives 0.073% (n = 190,000); AID 951;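 note: 0% = tracer peptide without compound and 100% = reference inhibitor peptide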
Avidin bead fluor – compound fluoresces at 488/530 nm on avidin beads; fluorescence (KMESF) at 10 µM; actives 0.38% (n = 220,000); AID 1775; compound fluorescence 488/530 nm, flow cytometry; stronger effect = higher value; in the data active = fluorescence above about 47; note: inactives centre near 10
ABCG2 inh – inhibitors of human ABCG2 transporter, ABCB1 counter-screen; Q9UNQ0; IgMXP3 cells, JC-1 efflux, flow cytometry; inhibition, % at 6.6 µM; actives 0.1% (n = 190,000);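 active = inhibition above 80%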;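 note: 0% = DMSO and 100% = nicardipine control wells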
Target sequence (Q9UNQ0 whole entry, looked up): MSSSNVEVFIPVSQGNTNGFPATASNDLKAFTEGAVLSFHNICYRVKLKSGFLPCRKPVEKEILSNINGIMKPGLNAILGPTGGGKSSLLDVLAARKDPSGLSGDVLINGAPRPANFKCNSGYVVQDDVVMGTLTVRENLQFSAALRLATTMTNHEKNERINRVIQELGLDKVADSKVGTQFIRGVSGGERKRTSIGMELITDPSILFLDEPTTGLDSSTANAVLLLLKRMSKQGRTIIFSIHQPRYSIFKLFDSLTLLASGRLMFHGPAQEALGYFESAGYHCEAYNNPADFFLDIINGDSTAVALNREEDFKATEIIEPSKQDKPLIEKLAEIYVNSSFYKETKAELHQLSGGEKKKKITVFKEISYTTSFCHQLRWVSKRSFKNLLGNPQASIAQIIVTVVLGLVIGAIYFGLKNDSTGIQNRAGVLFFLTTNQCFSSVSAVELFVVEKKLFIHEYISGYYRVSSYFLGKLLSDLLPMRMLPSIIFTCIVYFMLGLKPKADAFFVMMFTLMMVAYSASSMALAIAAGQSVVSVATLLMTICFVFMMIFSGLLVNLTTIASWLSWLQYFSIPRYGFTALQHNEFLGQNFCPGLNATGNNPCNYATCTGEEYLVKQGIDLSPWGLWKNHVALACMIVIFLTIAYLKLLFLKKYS
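Measure – % inhibition of efflux relative to nicardipine and DMSO · Test system – ABCG2 IgMXP3 and barcoded ABCB1 CCRF-Adr cell mix · Control set – nicardipine as high control, DMSO as low control · Compound – one concentration, 6.6 µM final · Signal – flow cytometry of retained JC-1 fluorescence · Timing – 10 min exposure at 25 °C with rotation, no wash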
GSH bead fluor – compound fluoresces at 488/530 nm on GSH beads | GSH beads flow cytometry, compound fluorescence 488/530 nm; stronger effect = higher value | fluorescence (KMESF) at 10 µM | actives 0.25% (n = 190,000) | AID 1776; in the data active = fluorescence above about 89;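 note: glutathione beads carrying GST-tagged Bcl family fusion proteins plus one bare bead set; values are compound well signal with DMSO vehicle wells as background; inactives centre near 16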
Bcl-2 Bim block – human Bim-Bcl-2 interaction inhibition. AID 950. inhibition, % at 10 µM. actives 0.06% (n = 190,000). Bead-based flow cytometry, Bim peptide-Bcl-2 binding; in the data active = inhibition above about 40%; inconclusive = no clear call, values can overlap the other calls;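 note: 0% = no compound wells with probe peptide and 100% = reference peptide inhibitor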
The depositor's hits bear a star; ? = inconclusive; . = not tested or not shown. Cut-off read from the data, not from the text of the source, unless noted: active = inhibition above about 40%.

structure	RGS7-Gao reg	Bcl-W Bim block	Bim-Bcl-XL	RGS4-Gao reg	ABCB1 block	Bfl-1 Bim block	Bcl-B Bim block	Avidin bead fluor	ABCG2 inh	GSH bead fluor	Bcl-2 Bim block
COc1ccc(CNC(=O)C(C)NC(=O)c2cc3ccccc3o2)cc1 (stereo unspecified)	94	3	-6	96	0.4	-10	-8	5	1	41	-10
CCOC(=O)N1CCN(C(=O)c2ccc(C)c(S(=O)(=O)Nc3cccc(C)c3C)c2)CC1	102	-4	-11	99	2.2	-19	-13	20	8	25	-7
CCN(C(=O)COC(=O)/C=C/c1cccc([N+](=O)[O-])c1)c1ccccc1	?	0	0	101	2.2	-4	-2	9	14	12	0
CCOC(=O)C1CCCN(S(=O)(=O)c2ccc(S(=O)(=O)N(CC)CC)cc2)C1 (stereo unspecified)	113	2	0	103	1.9	-5	0	19	4	15	-4
COc1ccc(-n2cnnc2SCC(=O)N2CCN(c3ccccc3)CC2)cc1	101	2	-1	100	0.1	1	-3	14	1	21	-1
Cc1[nH][nH]c(=O)c1C(c1ccc(-c2ccc(Cl)c(C(=O)O)c2)o1)c1c(C)[nH][nH]c1=O	92	2	1	99	-0.3	-1	4	10	-1	21	4
O=C(Nc1cc(Cl)cc(Cl)c1)C(c1ccccc1)N1CCCCC1 (stereo unspecified)	104	-3	-6	105	2.4	-5	0	8	10	9	3
O=C(NCC1CCCO1)c1cc2c(s1)CS(=O)(=O)C2 (stereo unspecified)	107	0	9	110	0.4	1	-2	1	5	46	-1
C/C(=N/NC(=O)c1cn(-c2cccc(C)n2)cn1)c1ccc(C)cc1	99	-4	-11	99	-1.2	-12	-8	12	-5	34	-2
NC(=O)CSc1nc2c(sc3ccccc32)c(=O)n1CCCN1CCOCC1	99	-5	-14	101	0.6	-20	-8	11	26	27	-15
COc1ccc(-c2cc(-c3n[nH]c(=S)n3-c3cc(OC)ccc3OC)[nH]n2)cc1	90	-8	-7	94	0.7	-6	0	11	1	15	-3
CNc1nc(C)cc(C)c1S(=O)(=O)c1ccc(Cl)cc1	90	0	0	91	0.1	1	-5	4	0	12	-2
COc1cc(C(=O)NCc2cccc3ccccc23)cc(Cl)c1OC	103	0	-2	108	1.7	0	-1	17	9	17	-5
O=C(CN1C(=O)c2ccccc2S1(=O)=O)NC(Nc1ccccc1F)C(Cl)(Cl)Cl (stereo unspecified)	103	0	0	102	2.7	-5	-4	10	13	10	-3
CCN(CC)c1ccc(O)c(C=Nc2ccc(C)c(C)c2)c1	97	1	5	99	0.4	-4	0	9	9	14	1
O=C(/C=C/Nc1ccccc1)c1ccc(Oc2ncccn2)cc1	97	0	-3	102	0.1	-1	0	32	1	16	0
O=C(CCn1ccc([N+](=O)[O-])n1)Nc1nccs1	97	-2	-3	95	1.2	0	-1	11	2	17	-3
CCOC(=O)n1c(=O)oc2cc(S(=O)(=O)N3CCCCC3)ccc21	100	-1	-8	100	0.2	-22	-9	30	4	21	-12
CCCC(=O)NC(=S)Nc1ccc(C(C)=O)cc1	103	0	-4	105	0.4	0	-1	13	5	11	-1
CCN(CC)S(=O)(=O)c1ccc(C)c(NC(=O)COc2ccc3c(C)cc(=O)oc3c2)c1	91	-5	-4	97	0.5	-8	-7	5	19	15	-9
CC(=O)c1ccc(NC(=O)C2C3C=CC(C3=C(c3ccccc3)c3ccccc3)C2C(=O)O)cc1 (stereo unspecified)	93	0	-4	98	-0.1	-3	-1	13	1	10	0
N#C/C(=C1/CCCN1)c1ccccn1	101	0	6	101	0.8	-10	-10	7	2	31	-5
CC1(C)CC(=O)C(C2C3=C(CC(C)(C)CC3=O)Oc3ccccc32)=C(O)C1 (stereo unspecified)	95	0	6	95	0.4	-5	-8	7	1	69	-5
[O-][n+]1cccc2c(Br)cc(Br)c(O)c21	96	3	-1	102	-0.9	3	-9	23	-1	9	2
Cc1cnc(C(=O)OCC(=O)NC2CCCCCC2)cn1	102	2	0	102	1.3	-2	-1	25	4	18	0
CC(C)OC(=O)CN1C(=O)C(=O)c2ccccc21	99	1	-1	98	0.4	2	-2	6	7	12	5
Cc1ccc(NC(=O)CC2COc3ccccc3O2)cc1 (stereo unspecified)	98	-6	-3	96	0.4	-2	-1	12	3	25	-2
NNC(=O)c1cn2ccccc2n1	101	0	-1	101	0.0	-8	-4	23	0	15	-4
O=C(CN1CCCC1)Nc1ccc(F)cc1	105	0	0	105	1.6	-3	-1	8	-3	14	-4
Cc1sc2ncnc(SC(C)C#N)c2c1C (stereo unspecified)	107	-4	0	107	0.6	-3	-4	22	5	17	-3

Next section, overlapping the part above by 2 compounds.
structure	RGS7-Gao reg	Bcl-W Bim block	Bim-Bcl-XL	RGS4-Gao reg	ABCB1 block	Bfl-1 Bim block	Bcl-B Bim block	Avidin bead fluor	ABCG2 inh	GSH bead fluor	Bcl-2 Bim block
O=C(CN1CCCC1)Nc1ccc(F)cc1	105	0	0	105	1.6	-3	-1	8	-3	14	-4
Cc1sc2ncnc(SC(C)C#N)c2c1C (stereo unspecified)	107	-4	0	107	0.6	-3	-4	22	5	17	-3
CCOC(=O)c1cc(C(=O)Nc2cccc(C)c2)nn1C	96	3	-3	99	0.1	-14	-2	6	2	22	-4
CCCCCCC(=O)N(O)C1CC(=O)N(c2ccc(Br)cc2)C1=O (stereo unspecified)	100	-2	-5	99	2.2	-23	-5	12	69	37	-7
Cn1c(=O)c2[nH]c(-c3ccccc3)nc2n(C)c1=O	101	-1	-3	102	0.1	0	-4	7	0	20	-1
CCOc1ccccc1NC(=O)c1ccc(F)c(S(=O)(=O)N2CCC3(CC2)OCCO3)c1	96	0	-10	97	1.8	-10	-6	15	5	44	-10
CC(=O)N1CCC(N(CCCOC(C)C)C(=O)Nc2ccc(C)c(C)c2)CC1	102	-4	-1	104	0.9	0	-4	36	2	12	-1
CCCOC(=O)C1C2C=CC(C3CC23)C1C(=O)OCC(=O)c1ccccc1 (stereo unspecified)	97	-4	-4	97	1.6	-12	-6	8	-8	34	-7
CCOc1cc(S(=O)(=O)NC2CCCC2)ccc1Cl	101	-2	-3	100	0.9	-1	0	11	4	17	-4
Cn1c(C23CC4CC(CC(C4)C2)C3)n[nH]c1=S	102	-2	-2	101	-0.3	0	-11	2	-3	6	-2
CC(=O)Nc1ccc(Sc2ncccc2C(=O)Nc2ccc(OC(F)(F)F)cc2)cn1	94	0	0	96	0.3	-1	0	37	3	13	1
COCCNC(=O)C(C)OC(=O)c1cc2occc2n1C (stereo unspecified)	105	2	0	105	0.7	-13	-5	6	2	55	-6
O=C(Nc1cccc2ccccc12)c1ccc(Cn2cc(Cl)cn2)cc1	100	-2	-5	99	0.9	-13	-8	22	43	20	-9
C/C(=N\NC(=S)NCc1ccccc1)c1ccc(C(C)(C)C)cc1	103	0	-4	104	0.9	0	-3	8	-1	8	1
COc1ccc(/C=C/C(=O)N2CCN(c3ccccn3)CC2)c2ccccc12	101	0	0	100	1.0	-5	-2	21	3	10	0
Cc1cc(C)n(CC(C)C(=O)O)n1 (stereo unspecified)	89	0	-1	92	0.1	-4	-5	9	1	24	-1
COc1ccc(NC(=O)c2sccc2SCC#N)cc1	104	-2	0	103	0.4	-7	-5	12	5	53	-8
Cc1ccc(-c2nc(SCC(=O)N(C)C3CCS(=O)(=O)C3)[nH]c2-c2ccc(C)cc2)cc1 (stereo unspecified)	97	-1	-5	99	0.9	-16	-9	9	10	10	-10
COc1cc(S(=O)(=O)N(Cc2cccnc2)Cc2ccco2)ccc1-n1cnnn1	95	1	-3	93	0.4	-9	-5	7	1	10	-5
CSc1ccccc1C(=O)N1CCN(c2ccc(F)cc2)CC1	100	-3	-8	103	-1.3	-22	-12	17	0	31	-13
CCN(CC)CCCNC(=O)CC1Sc2ccccc2NC1=O (stereo unspecified)	102	-3	-2	104	0.4	-1	-1	6	9	27	-3
Cc1cc(SCCOc2ccc(Br)cc2)nc(N)n1	103	-3	-7	102	0.0	-17	-8	43	4	26	-15
O=C(NCCC1=CCCCC1)C(=O)NCC1OCCCN1S(=O)(=O)c1cc(F)ccc1F (stereo unspecified)	99	-3	-1	103	0.6	-8	-4	23	1	12	-5
CCOC(=O)COc1ccccc1/C=C\[N+](=O)[O-]	94	-8	-11	105	0.0	-10	-8	10	-3	16	-7
Cc1ccc(-c2nc3cc(Br)cnc3nc2-c2ccc(C)cc2)cc1	99	5	9	99	0.2	4	-22	5	5	9	5
O=c1cc(/N=C/c2coc3c(ccc4ccccc43)c2=O)[nH]c(=S)[nH]1	98	-10	-20	102	-1.7	-23	-34	15	-11	11	-11
CCC(=O)NC(=Nc1nc2ccccc2s1)NC(=O)CC	99	0	-4	96	0.2	-12	-1	4	2	23	-4
O=C(C1CCN(CCCc2ccccc2)CC1)N(CCc1ccccc1)Cc1ccccc1	103	-7	-10	105	.	-3	-9	6	3	11	-6

Source: PubChem (NMMLSC)
